Screens: PubChem BioAssay, several laboratories
VLA-4 inh – inhibition in human VLA-4 binding assay, primary screen, VLA-4 allosteric modulator project, MLPCN library, flow cytometry, VLA-4 expressing cells; Integrin alpha-4 (Homo sapiens), P13612; inhibition, % (about 7 µM as worked out from the volumes in the protocol); hit rate 0.2% among 330,000; ligand binding flow cytometry; in the data active = inhibition above about 50%
Fam108B inh – mouse Fam108B serine hydrolase inhibitors, primary screen, counter-screen for RBBP9 inhibitor project, biochemical, fluorescence polarization | AID 1947, 2009 | hit rate 0.33% among 300,000 | inhibition, % at 9.51 µM | recombinant Fam108B, FP-Rh probe fluorescence polarization;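 active = inhibition above the screen mean inhibition plus 3 SD, computed separately per campaign, cut at about 18% in these data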;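 also: inhibitors lower polarization as less probe binds the enzyme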
GRK2 aptamer HTS – compounds blocking aptamer binding on GRK2 – biochemical, human GRK2, bead flow cytometry, HTS, primary screen; Beta-adrenergic receptor kinase 1 (Homo sapiens), P25098; hit rate 0.59% among 330,000; FAM-aptamer displacement from GRK2; AID 488847, 2010; inhibition of aptamer binding, % at 10 µM;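 active = inhibition of aptamer binding above 40%, roughly 3 SD of noise, on plates passing a quality check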;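 also: median bead fluorescence of bound FAM aptamer so fluorescent compounds give negative values; no value below 0 was filed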
AGP1 TOR yeast – modulators of AGP1-GFP expression in yeast TOR pathway, primary screen, cell-based, multiplex flow cytometry, S. cerevisiae, MLPCN library | 3 h; GFP as percent of DMSO wells | GFP response vs DMSO, % at 10 µM | hit rate 0.02% among 320,000 | AID 2066, 2009;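 active = GFP response relative to DMSO above a set limit, near screen average plus 3 SD, cut at about 150% in these data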;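 also: median GFP channel fluorescence of the gated AGP1 strain per well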
MCL1-BIM inh – inhibitors of MCL1 binding to BIM-BH3, primary screen, biochemical, fluorescence polarization; Induced myeloid leukemia cell differentiation protein Mcl-1 (Homo sapiens), Q07820; GST-MCL1 / FITC-Bim-BH3 fluorescence polarization; inhibition, % at 10.9 µM; hit rate 0.68% among 320,000; AID 2057, 2009;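 active = inhibition above the mean inhibition of all tested compounds plus 3 SD, set per campaign, cut at about 40% in these data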;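 also: 0% = DMSO wells and 100% = unlabeled Bim-BH3 peptide control; higher means more loss of mP so more displacement of Bim peptide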
Target sequence (Q07820 whole entry, looked up): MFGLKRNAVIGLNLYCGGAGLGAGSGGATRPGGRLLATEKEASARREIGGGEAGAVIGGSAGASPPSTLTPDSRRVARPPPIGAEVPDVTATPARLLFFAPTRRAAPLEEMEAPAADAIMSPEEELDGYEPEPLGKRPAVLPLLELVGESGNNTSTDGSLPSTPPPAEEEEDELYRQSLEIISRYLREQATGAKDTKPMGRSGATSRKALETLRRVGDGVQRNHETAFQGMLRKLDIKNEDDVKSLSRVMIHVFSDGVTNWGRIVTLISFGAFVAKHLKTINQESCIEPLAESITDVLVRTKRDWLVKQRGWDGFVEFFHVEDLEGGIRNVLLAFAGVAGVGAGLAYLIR
CIT2 TOR yeast – modulators of CIT2-GFP expression in yeast, primary screen, S. cerevisiae, GFP fusion, multiplex flow cytometry, MLPCN library. GFP response vs DMSO, % at 10 µM. hit rate 0.065% among 320,000. S. cerevisiae CIT2-GFP strain, 3 h; 100 means same as DMSO wells;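 active = GFP response relative to DMSO above a set limit, near the screen mean plus 3 SD, cut at about 150% in these data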;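 also: ratio of well median GFP fluorescence to mean of DMSO wells on the plate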
GLD-1 RNA inh – GLD-1/TGE RNA complex disruptors, primary screen, biochemical, fluorescence polarization; purified GLD-1 + fluorescein TGE RNA; inhibition, % at 5.96 µM; hit rate 0.44% among 320,000; AID 2280, 2010;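 active = percent inhibition above a per-plate cutoff, the plate mean of test compounds plus 3 SD, cut at about 30% in these data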;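 also: 0% = DMSO wells with GLD-1 and probe and 100% = wells lacking GLD-1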
BCLXL inh – inhibitors of human Bcl-xL, primary screen, biochemical, fluorescence polarization, HTS. Bcl-2-like protein 1 (Homo sapiens), Q07817. GST-Bcl-xL / FITC-Bim BH3 peptide fluorescence polarization. inhibition, % at 10.9 µM. hit rate 0.7% among 320,000. AID 2129, 2009;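 active = inhibition above the mean of all tested compounds plus 3 SD, cutoff set per campaign, cut at about 30% in these data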;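 also: 0% = DMSO wells and 100% = unlabeled Bim-BH3 peptide competitor; inhibitors lower millipolarization by displacing the labeled peptide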
Target sequence (Q07817 whole entry, looked up): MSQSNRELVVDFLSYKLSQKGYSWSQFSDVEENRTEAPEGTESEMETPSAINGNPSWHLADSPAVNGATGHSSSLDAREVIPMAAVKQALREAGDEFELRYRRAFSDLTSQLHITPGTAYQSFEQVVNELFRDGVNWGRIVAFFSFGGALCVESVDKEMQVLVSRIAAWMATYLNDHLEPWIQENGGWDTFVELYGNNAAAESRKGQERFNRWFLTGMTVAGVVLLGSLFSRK
MEX-5 binding – MEX-5 zinc finger RNA-binding disruptors – biochemical, C. elegans, fluorescence polarization, MLPCN library, primary screen; Zinc finger protein mex-5 (Caenorhabditis elegans), Q9XUB2; MEX-5/FITC-TCR2 RNA binding; stronger effect = lower value; activity score (negative = inhibition of binding), % at 10 µM; hit rate 0.38% among 300,000;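 active = inhibition past about -25% in most replicates, and total fluorescence under double the plate's negative control median, limit read from the data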;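 also: 0% = DMSO and -100% = 5 µM competing unlabeled TCR2 RNA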
Target sequence (Q9XUB2 whole entry, looked up): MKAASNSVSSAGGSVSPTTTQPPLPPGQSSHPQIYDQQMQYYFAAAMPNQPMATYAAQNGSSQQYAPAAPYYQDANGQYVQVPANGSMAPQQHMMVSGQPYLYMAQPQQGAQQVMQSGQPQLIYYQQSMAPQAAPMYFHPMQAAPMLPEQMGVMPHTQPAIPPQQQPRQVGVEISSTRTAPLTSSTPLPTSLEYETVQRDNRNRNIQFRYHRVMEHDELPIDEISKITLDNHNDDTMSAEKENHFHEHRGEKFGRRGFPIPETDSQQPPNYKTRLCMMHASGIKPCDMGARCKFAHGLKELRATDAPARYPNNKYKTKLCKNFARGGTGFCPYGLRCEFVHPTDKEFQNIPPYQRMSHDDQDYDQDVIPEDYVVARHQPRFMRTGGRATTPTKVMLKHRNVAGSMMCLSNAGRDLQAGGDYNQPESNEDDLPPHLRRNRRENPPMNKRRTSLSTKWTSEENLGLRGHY
An asterisk follows results filed as active; . = not tested or not shown. No enrichment for hits. About 2.2% of those tested had a hit in this group.

SMILES	VLA-4 inh	Fam108B inh	GRK2 aptamer HTS	AGP1 TOR yeast	MCL1-BIM inh	CIT2 TOR yeast	GLD-1 RNA inh	BCLXL inh	MEX-5 binding
O=C(NCCCN1CCCC1=O)NC12CC3CC(CC(C3)C1)C2	5	0	0	98	6	99	3	3	-0.9
N#CCCN(CCC#N)C(=O)COc1ccc(Cl)cc1Cl	4	5	5	95	1	83	-4	7	0.8
CC1CCCCC1NS(=O)(=O)c1ccc(S(=O)(=O)N2CCN(CCC#N)CC2)cc1 (stereo unspecified)	31	1	0	106	-1	101	4	-1	-4.5
C=CCNC(=S)NNC(=O)C(CCCC)CC(C)O (stereo unspecified)	2	-4	3	103	13	106	3	1	-0.8
CCN(C(=O)CC(C)C)c1nnc(Cn2nnc3ccccc32)s1	-4	8	6	93	0	91	2	1	3.3
O=C(COC(=O)C1CCN(c2ccc(C(F)(F)F)cn2)CC1)Nc1ccc(F)cc1[N+](=O)[O-]	16	1	0	96	5	95	-1	5	-1.0
O=C1OC(/C(=C\Nc2ccc(F)cc2F)[N+](=O)[O-])c2ccccc21 (stereo unspecified)	9	0	0	97	2	87	5	8	-2.4
CCOc1ccc(S(=O)(=O)N(C)CC(=O)NC2CC2)cc1	3	-2	5	100	5	.	0	5	1.0
CCN1CNC(=S)N(c2cccc(C)c2)C1	-1	-1	2	107	12	103	9	8	.
Cc1onc(-c2ccccc2)c1C(=O)NNC(=S)NC(=O)c1ccc2c(c1)OCO2	1	-1	2	99	5	98	-6	3	-4.8
COC(=O)CSc1nnc(-c2ccc(OC)c(OC)c2)o1	1	2	0	97	4	104	2	8	-0.2
O=C(Nc1cccnc1Cl)c1cc(-c2ccco2)on1	13	-7	1	95	2	89	5	6	-0.1
C/C(N)=C(\C#N)C(=O)NCCc1ccccn1	12	2	0	88	0	87	9	1	0.8
CCOc1ccccc1C(=O)NN1C(=O)C2CCCCC2C1=O (stereo unspecified)	30	1	0	110	1	105	-3	1	1.1
COc1cc(OC)cc(C(=O)N2CCC(C(=O)Nc3ccc4c(c3)OCCO4)CC2)c1	2	2	1	101	1	106	1	3	0.9
COc1ccccc1CNC(=O)C1CCN(S(=O)(=O)c2ccc3c(c2)OCCO3)CC1	-5	4	2	99	5	99	7	3	-6.2
CCCN(C(=O)CSc1nc2c(cnn2-c2ccccc2)c(=O)[nH]1)C1CCS(=O)(=O)C1 (stereo unspecified)	7	2	1	102	-7	107	-5	7	0.4
COc1ccc(/C=C/c2n[nH]c(=O)c(C#N)c2C)cc1	4	0	0	96	-2	96	0	2	1.7
O=C(CCCN=C1NS(=O)(=O)c2ccccc21)OCC(=O)c1ccc(F)cc1	13	-4	2	102	-15	94	2	-4	1.8
O=C(c1cccc(Br)c1)N1CCN(c2ccccn2)CC1	12	-1	1	99	-9	97	-2	2	2.0
COc1ccccc1N1CCN(C(=O)c2cc(-c3ccc(Cl)c(Cl)c3)on2)CC1	2	0	0	73	8	102	5	1	1.5
Oc1ccc(/C=N/n2c(-c3ccccc3)n[nH]c2=S)cc1	5	-3	1	106	-21	105	-4	-14	-0.9
CC(=O)Nc1cc(NC(C)=O)cc(C(=O)OCC(=O)N2CC(C)OC(C)C2)c1 (stereo unspecified)	11	0	4	104	12	94	-3	6	-0.4
CCOC(=O)CNC(=O)CSc1ncnc2c1cnn2-c1ccccc1	9	4	0	98	0	93	4	3	3.6
CC1CCN(c2ccc(-c3cccs3)nn2)CC1	8	2	4	93	0	99	0	2	-1.5
O=C(CCn1c(=S)[nH]c2ccccc2c1=O)NCCCN1CCOCC1	-14	-4	3	114	10	110	6	6	-0.4
COCCC(=O)N1CCC(Oc2ccc(C(=O)NCCn3cccn3)cc2)CC1	5	2	0	95	2	100	2	0	0.4
CN(c1ccccc1)S(=O)(=O)c1cccc(C(=O)OCC(=O)NCc2ccccc2)c1	-12	.	2	101	.	112	1	.	.
CCOC(=O)c1ccc(S(=O)(=O)NNC(=O)Cc2csc(C)n2)cc1	-13	.	5	100	.	88	6	.	.
O=C(NNC(=S)NCc1ccccc1)c1cccnc1	10	4	5	92	15	.	-2	6	-5.9
CCOc1c2ccc(C(=O)NCc3ccccc3OC)cc2nn1CC	24	5	1	93	7	92	5	5	-1.8
COc1ccc(OCCCC(=O)NCCc2ccc(OC)c(OC)c2)cc1	-9	3	3	102	-5	98	0	0	-2.0
O=C(O)c1cccc(N2C(=O)C3CC=CCC3C2=O)c1 (stereo unspecified)	4	0	17	106	0	106	2	2	0.0
CC1(C)CC(=O)c2c(oc3ccc(NS(=O)(=O)c4ccc(C(=O)O)cc4)cc23)C1	6	0	2	105	2	107	5	7	0.9
O=C(CSc1ncnc2sccc12)NCc1ccc2c(c1)OCO2	0	.	3	96	5	84	-4	3	.
CC(=O)Nc1ccc(S(=O)(=O)N2CCN(c3cc(C(F)(F)F)ccn3)CC2)cc1	8	0	0	108	-6	99	10	-1	0.0
C/C=C/c1ccc(OCC(=O)N2CCc3cc(OC)c(OC)cc3C2)c(OC)c1	4	0	1	104	-5	101	-2	-2	-0.2
COc1ccc(CNC(=O)C(OC(=O)c2ccco2)c2ccccc2)cc1 (stereo unspecified)	-3	2	0	99	9	105	7	2	-0.5
Cc1ccc(Cl)cc1N1CCN(C(=O)C(=O)N2CCCCC2)CC1	17	-1	0	95	0	89	-10	3	-2.1
CCCN(CC(=O)Nc1ccccc1C)C(=O)Cc1coc2cc(C)ccc12	-7	2	4	96	-1	101	-9	2	-1.8
CCCS(=O)(=O)N1CCC(C(=O)NCCN2CCCC2)CC1	-6	1	0	105	14	111	-3	6	-1.6
Oc1ccccc1-c1nc(N2CCCC2)c2ccccc2n1	5	-10	1	98	-5	97	3	9	1.4
N=C1SC(CC(=O)Nc2ccccc2[N+](=O)[O-])C(=O)N1c1ccccc1 (stereo unspecified)	-1	1	3	105	-1	98	-4	4	0.9
CCC(CC)c1nnc(NC(=O)CC(C)c2ccccc2)s1 (stereo unspecified)	22	-2	2	110	8	109	-3	10	-2.7
Cc1cc(C(=O)CSc2nnc(-c3cccnc3)n2-c2ccccc2F)c(C)n1C	-2	3	0	105	7	93	4	5	0.7

Results in GRK2 aptamer HTS, CIT2 TOR yeast and MEX-5 binding, for 3 of the compounds above:
molecule	GRK2 aptamer HTS	CIT2 TOR yeast	MEX-5 binding
CCOc1c2ccc(C(=O)NCc3ccccc3OC)cc2nn1CC	1	92	-1.8
COc1ccc(OCCCC(=O)NCCc2ccc(OC)c(OC)c2)cc1	3	98	-2.0
O=C(O)c1cccc(N2C(=O)C3CC=CCC3C2=O)c1 (stereo unspecified)	17	106	0.0

(cont.)
SMILES	VLA-4 inh	Fam108B inh	GRK2 aptamer HTS	AGP1 TOR yeast	MCL1-BIM inh	CIT2 TOR yeast	GLD-1 RNA inh	BCLXL inh	MEX-5 binding
CCCCCCSc1ccc([C@@H]2[C@H]3C(=O)N(CC)C(=O)[C@H]3[C@]3(C(=O)OC)CCCN23)cc1	33	-1	3	88	5	109	1	5	.
CCOc1ccc(CNC(=S)N/N=C\c2ccc([N+](=O)[O-])cc2)cc1	-10	4	64*	97	8	97	2	4	-2.5
COC(=O)CC1C(=O)NCCN1C(=O)CSc1nc2cc(Cl)ccc2o1 (stereo unspecified)	11	0	0	93	-2	90	4	0	-3.7
Cc1ccc(C(=O)NC(=C(Cl)Cl)S(=O)(=O)c2ccccc2)cc1	2	0	0	102	5	99	5	6	-0.5
CN(CC(=O)Nc1ccc(OC(F)(F)F)cc1)C(=O)Cn1c(=O)cnc2ccccc21	-2	.	0	113	-12	106	-1	-4	.
CCCCCc1nc2c(=O)[nH]c3ccccc3c2o1	-8	3	1	106	8	104	11	1	.
Cc1ccccc1NC(=O)Cc1nc(COC(=O)c2nc(Cl)ccc2Cl)cs1	-6	.	3	110	4	98	2	3	.
O=C(NC1CCCC1)C(c1ccncc1)N(C(=O)c1ccco1)c1ccc(F)c(Cl)c1 (stereo unspecified)	-1	0	0	95	-2	103	4	2	-4.9
Cc1cc(C)cc(NC(=S)NCc2ccc3c(c2)OCO3)c1	-6	-2	3	98	6	95	2	5	0.1
O=C(NCc1cccs1)C1CCCN(c2ncccn2)C1 (stereo unspecified)	-2	0	0	100	1	.	3	6	-5.5
CC(NS(=O)(=O)c1ccc(CCC(=O)NCc2cccnc2)cc1)c1ccccc1 (stereo unspecified)	6	0	0	91	1	84	7	1	0.3
CC1=[N+](CC(=O)c2ccccc2)CCn2cccc21	-4	2	0	105	24	95	-77	25	-2.2
CCc1ccc(Nc2nnc(SCc3cc(=O)n4ccsc4n3)s2)cc1	13	0	1	94	1	97	3	7	-1.7
CCN(CC)S(=O)(=O)c1ccc2nc(NC(=O)c3cccs3)sc2c1	6	-11	0	100	0	102	-4	-1	2.2
O=C(c1ccc(Cl)c(S(=O)(=O)N2CCc3ccccc32)c1)N1CCN(c2ccccc2O)CC1	-6	.	0	99	.	92	4	.	.

Record cards (already shown). Values in the order: VLA-4 inh, Fam108B inh, GRK2 aptamer HTS, AGP1 TOR yeast, MCL1-BIM inh, CIT2 TOR yeast, GLD-1 RNA inh, BCLXL inh, MEX-5 binding
CCc1ccc(Nc2nnc(SCc3cc(=O)n4ccsc4n3)s2)cc1 as listed: 13, 0, 1, 94, 1, 97, 3, 7, -1.7
CC1=[N+](CC(=O)c2ccccc2)CCn2cccc21 as listed: -4, 2, 0, 105, 24, 95, -77, 25, -2.2

Remaining list, next part
SMILES	VLA-4 inh	Fam108B inh	GRK2 aptamer HTS	AGP1 TOR yeast	MCL1-BIM inh	CIT2 TOR yeast	GLD-1 RNA inh	BCLXL inh	MEX-5 binding
C[C@H](NC(=O)c1ccc(Cl)cc1)C(=O)NNC(=O)c1cccs1	7	.	0	105	9	102	3	5	.
Cc1ccc(/C=C/C(=O)CCC(=O)O)cc1	5	2	0	91	-4	94	-1	4	0.5
Cc1cc(-c2ccc(C)c(S(=O)(=O)NCCCN3CCN(c4ccccc4)CC3)c2)on1	13	0	0	102	-3	101	5	3	-1.0
Cc1ccc(Oc2cc(C#N)c(C#N)cc2-n2nnc3ccccc32)cc1C	0	0	0	102	-2	95	2	-3	1.7
C#CCN1C(=O)C2C(C(=O)NC)C3C=CC2(O3)C1C(=O)NCc1ccc(OC)cc1 (stereo unspecified)	26	3	0	100	10	105	5	3	2.1
CNC(=O)/C(C#N)=C/c1c(N(Cc2ccccc2)Cc2ccccc2)nc2ccccn2c1=O	-9	0	29	105	-1	99	0	7	2.5
CCSC1=C(C#N)C(c2ccccc2Cl)C(C(=O)c2cccs2)C(O)(C(F)(F)F)N1 (stereo unspecified)	-3	2	1	96	-1	101	9	4	2.7
O=C(O)c1ccc(-c2nc3ccccc3s2)o1	8	-2	0	102	5	114	-6	5	1.9
O=C(COc1ccccc1)Nc1ccc(NC(=O)c2ccco2)cc1	17	-1	1	86	3	77	2	7	1.3
COc1ccc(N2CCCn3c2nc2c3c(=O)n(CCCc3ccccc3)c(=O)n2C)cc1	2	2	1	93	2	98	3	8	1.2
